TCR-CD3 inh: inhibitors of human TCR-CD3 interaction, primary screen, biochemical, fluorescence, TAMRA-labeled TCR probe. T-cell receptor (TCR). inhibition, % at 9.4 µM. 0.37% of 360,000 active; in the data active = inhibition above about 19%;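 note: recombinant mutant TCR 2C K166C tagged with TAMRA read by polarization; 0% = receptor in buffer alone and 100% = receptor with positive control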
PRMT1 inh: PRMT1 methyltransferase inhibitors, primary screen, biochemical, fluorescence polarization | recombinant PRMT1, activity-based probe fluorescence polarization | 1.3% of 370,000 active | inhibition, % at 2.79 µM;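 active = inhibition above about 21% made by adding two undisclosed values, limit read from the data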
SIAE inh: human SIAE inhibitors, primary screen, biochemical, fluorescence polarization, FP-Rh probe, 1536-well HTS. Sialate O-acetylesterase (Homo sapiens), Q9HAT2. 0.69% of 370,000 active. inhibition, % at 9.66 µM. SIAE FP-Rh probe binding;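 active = inhibition above a cutoff: mean of compounds within the control limits plus 3 SD of those, cut at about 17% in these data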;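 note: 0% = plate median of compound wells and 100% = probe without SIAE protein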
NPR1 activator: GC-A stimulated cGMP production enhancers – HEK293 GC-A cells, cGMP TR-FRET, EC30 ANP, primary screen; Atrial natriuretic peptide receptor 1 (Homo sapiens), P16066; 0% at EC30 ANP, 100% saturating ANP; activation, % at 10 µM; 0.14% of 370,000 active; in the data active = activation above about 40%
HTRA1 inhibitor: HTRA1 serine protease inhibitors, primary screen, biochemical, fluorescence polarization, HTS. AID 504803, 2011. recombinant HTRA1, FP-rhodamine activity-based probe. 0.5% of 340,000 active. Q92743. inhibition, % at 5.96 µM; in the data active = inhibition above about 36%;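 note: 0% = enzyme with DMSO and 100% = wells lacking enzyme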
GC-B act: human GC-B receptor activators, primary screen, HEK293 GC-B cells, cGMP TR-FRET, EC30 CNP; 0% at EC30 CNP, 100% saturating CNP; Atrial natriuretic peptide receptor 2 (Homo sapiens), P20594; AID 1920062, 2024; 0.11% of 370,000 active; activation, % at 10 µM;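 active = activation at 10 µM reaching about 35% in either raw or pattern-adjusted values, limit read from the data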
Target sequence (P20594 whole entry, looked up): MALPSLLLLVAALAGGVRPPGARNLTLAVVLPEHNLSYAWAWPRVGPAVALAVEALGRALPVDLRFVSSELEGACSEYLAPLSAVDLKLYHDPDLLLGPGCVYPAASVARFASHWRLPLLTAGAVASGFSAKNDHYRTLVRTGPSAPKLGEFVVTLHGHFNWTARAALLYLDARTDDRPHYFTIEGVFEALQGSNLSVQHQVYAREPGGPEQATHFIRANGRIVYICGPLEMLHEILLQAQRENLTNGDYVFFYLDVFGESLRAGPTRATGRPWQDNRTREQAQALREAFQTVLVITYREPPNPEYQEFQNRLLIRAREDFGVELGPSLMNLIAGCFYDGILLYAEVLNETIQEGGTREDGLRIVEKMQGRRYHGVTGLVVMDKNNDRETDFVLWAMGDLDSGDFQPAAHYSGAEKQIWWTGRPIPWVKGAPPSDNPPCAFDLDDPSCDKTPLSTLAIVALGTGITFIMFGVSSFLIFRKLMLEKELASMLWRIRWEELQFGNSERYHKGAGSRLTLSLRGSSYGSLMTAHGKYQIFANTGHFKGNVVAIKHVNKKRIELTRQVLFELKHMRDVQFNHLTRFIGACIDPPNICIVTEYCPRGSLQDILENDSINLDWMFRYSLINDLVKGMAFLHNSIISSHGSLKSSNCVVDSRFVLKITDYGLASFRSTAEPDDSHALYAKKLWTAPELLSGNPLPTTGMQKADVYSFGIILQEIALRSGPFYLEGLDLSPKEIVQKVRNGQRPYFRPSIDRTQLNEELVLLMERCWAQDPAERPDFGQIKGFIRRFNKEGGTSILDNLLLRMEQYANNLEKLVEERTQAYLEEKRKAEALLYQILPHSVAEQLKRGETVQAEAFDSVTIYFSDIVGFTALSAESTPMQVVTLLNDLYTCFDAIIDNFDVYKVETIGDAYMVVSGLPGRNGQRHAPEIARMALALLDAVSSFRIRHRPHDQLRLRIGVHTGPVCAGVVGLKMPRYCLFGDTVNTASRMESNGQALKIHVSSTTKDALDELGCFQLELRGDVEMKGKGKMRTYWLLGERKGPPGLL
MBD2 DNA inh: inhibitors of MBD2 binding to methylated DNA, primary screen, biochemical, TR-FRET, DNA-binding domain, human. MBD2 binding to methylated oligonucleotide. inhibition, % at 4.4 µM. 0.31% of 370,000 active. AID 686964, 2013; in the data active = inhibition above about 13%
mABHD4 FP: ABHD4 inhibitors, primary screen, biochemical, fluorescence polarization, mouse; (Lyso)-N-acylphosphatidylethanolamine lipase (Mus musculus), Q8VD66; purified mABHD4, FP-Rh probe fluorescence polarization; inhibition, % at 8.92 µM; 0.54% of 370,000 active;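 active = inhibition exceeding the mean over every tested compound plus 3 SD, cut at about 30% in these data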;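 note: 0% = plate median of compound wells and 100% = S159A mutant with DMSO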
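system = mouse ABHD4 enzyme, wild type | medium = HEPES pH 7.0, NaCl, Pluronic buffer | also added = FP-Rh probe | incubation = Enzyme–compound pre-incubation 45 min, then probe 60 min, both 25 °C | technique = fluorescence polarization, excitation 525 nm, emission 598 nm, BODIPY TMR filters | controls = S159A mutant high control, sample median low control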
UHRF1 binding: UHRF1 methylated DNA binding inhibitors, primary screen, counter-screen for MBD2 inhibitor project, biochemical, TR-FRET, human UHRF1, single concentration | E3 ubiquitin-protein ligase UHRF1 (Homo sapiens), Q96T88 | UHRF1 binding to methylated oligo | inhibition, % at 4.4 µM | 0.75% of 370,000 active | AID 687016, 2013; in the data active = inhibition above about 21%;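 note: UHRF1 SRA domain binding a hemimethylated CpG hairpin DNA probe; 0% = median of test compound wells and 100% = reference inhibitor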
rCAG RNA binder: binders of r(CAG) RNA repeats, primary screen, biochemical, fluorescence. r(CAG) RNA repeat, TO-PRO-1 dye displacement fluorescence. inhibition, % at 3 µM. 1.3% of 370,000 active;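 active = inhibition above the plate cutoff, the mean of all test compounds on that plate plus 3 SD, cut at about 35% in these data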;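 note: 0% = DMSO alone and 100% = 100 µM mitoxantrone as full dye displacement; higher means more dye released from RNA so lower well fluorescence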
Starred values were filed as active, the others as inactive; nt = no result given. The list is partial (hit frequency here may not be typical).

SMILES	TCR-CD3 inh	PRMT1 inh	SIAE inh	NPR1 activator	HTRA1 inhibitor	GC-B act	MBD2 DNA inh	mABHD4 FP	UHRF1 binding	rCAG RNA binder
Cc1c(C(C)C)c(=O)n(-c2ccc(S(=O)(=O)NC3CCCCC3)cc2)n1C	-2.6	1.0	-6.0	3.1	nt	0.8	3.6	-2.9	-1.6	-9.9
COC(=O)c1ccc2c(c1)SC1=C(CCCC1=O)N2	36.9*	25.0*	19.4*	-12.6	28.0	-12.9	-24.9	35.0*	-15.6	-11.8
O=C(Nc1cccc(O)c1)c1cc(-c2cccs2)on1	4.0	-1.5	-7.3	5.2	-22.5	-2.1	-1.2	-10.1	0.1	1.7
O=C(OC(C(=O)Nc1ccc(Cl)cc1C(F)(F)F)c1ccccc1)c1c(Cl)cccc1Cl (centres undefined)	-2.6	2.0	-14.1	-9.0	-37.1	-0.2	7.9	-28.3	-0.4	8.9
CCOC(=O)c1oc2ccccc2c1NC(=O)COC	-0.5	-0.3	-2.4	-2.7	-1.9	-0.2	-3.6	-7.0	-0.6	0.9
CC[C@]1(C(=O)OC)[C@H]2C(=O)N(C)C(=O)[C@H]2[C@H]2CN=C(SCc3ccc(Cl)cc3)N21	-3.5	2.6	-1.4	-4.2	2.5	1.0	3.1	2.1	-2.8	0.7
COc1ccc2cc(S(=O)(=O)N3CCOCC3)ccc2c1	-1.5	3.6	4.9	1.9	-3.5	2.5	4.2	1.1	-0.3	0.4
Cc1ccc(-c2noc(CN3CCC(C(N)=O)CC3)n2)cc1	2.3	1.0	5.8	0.1	-1.5	4.5	2.4	-5.6	12.0	-2.2
Cc1ccc(NC(=O)C2CCN(S(=O)(=O)c3cnc[nH]3)CC2)nc1	-4.5	0.2	0.0	-0.8	-2.3	1.0	-4.8	-10.2	0.8	-2.9
COc1cc(S(=O)(=O)Nc2ccc(C(=O)NCC(=O)O)cc2)ccc1NC(C)=O	-7.0	4.8	-1.0	-0.5	5.5	5.7	1.1	11.2	2.0	-0.2
COc1ccc(NC(=O)CSc2nnc(Cc3ccccc3)o2)c(OC)c1	0.9	1.0	-6.0	-2.0	4.3	-2.5	1.4	-1.2	-2.3	-4.8
O=C(O)/C=C/c1ccc(S(=O)(=O)Nc2ccc3[nH]c(=O)[nH]c3c2)cc1	-1.0	8.8	-2.9	1.6	10.8	1.5	2.5	15.8	1.1	6.2
O=C(COc1ccccc1)N[C@@H]1c2ccccc2CC[C@@H]1O	-5.4	0.4	9.6	5.4	4.8	-0.1	0.2	0.4	7.3	1.4
Cc1ccc(NC2CCCN(C(=O)c3cnc4ccccn4c3=O)C2)cc1C (centres undefined)	-9.8	4.8	4.9	4.4	11.1	1.1	2.2	-5.7	0.8	-2.5
COc1ccc(CNC(=O)Cn2cncn2)cc1OC	8.9	-2.9	-2.3	-2.7	5.5	-1.9	-0.5	-3.5	1.3	-1.1
CC1CN(S(=O)(=O)c2ccc(C(=O)Nc3ccccc3F)cc2)CC(C)O1 (centres undefined)	-3.6	2.5	0.2	4.4	1.2	2.1	2.4	3.7	-0.3	0.0
COCCN(C(=O)CSc1nc2ccccc2o1)c1c(N)n(Cc2ccccc2)c(=O)[nH]c1=O	0.3	0.8	-0.2	-1.1	7.9	0.5	-3.6	3.5	-2.4	0.3
Cc1cccc(NC(=S)N2CCN(S(=O)(=O)c3ccc(F)cc3)CC2)c1	-4.0	5.0	-3.5	-0.9	-6.3	3.1	1.6	-0.3	2.2	-1.0
Cc1nc2ccccc2c(=O)n1NC(=O)/C=C/c1ccc(Br)cc1	-6.9	0.1	-2.9	-1.0	-5.1	-2.5	-2.2	-4.4	0.1	7.8
Cc1ccccc1NC(=S)N1CCOCC1	10.8	-1.7	1.8	-0.4	3.5	-2.8	-2.0	-1.0	-0.8	1.2
CC(=O)c1c(O)cc(=O)n(-c2ccccc2)c1-c1cccc2ccccc12	7.4	-1.9	-1.7	3.8	-4.5	0.4	-3.8	-7.3	-4.0	16.7
COc1ccc(CN2CCc3c([nH]c4ccccc34)C2)c(OC)c1C	-3.7	2.1	1.9	-4.1	-0.9	-5.1	0.8	8.8	0.7	2.2
COCCn1c(SCC(=O)NC2CCCCC2)nnc1-c1ccco1	-4.8	-0.4	4.6	-7.7	-6.3	-2.0	3.1	-3.3	-1.7	-3.0
COc1ccc(NC(=O)c2cc(-c3cc(F)ccc3OC)n[nH]2)c(OC)c1	0.5	-2.7	-1.4	16.1	nt	17.1	0.4	-4.8	0.3	5.7
Nc1c(Cl)c(Cl)nc(C(=O)N/N=C/c2ccco2)c1Cl	5.3	-3.0	0.1	0.1	-4.1	-4.0	1.9	-2.8	-2.9	3.3

Record cards (already shown). Screens in order: TCR-CD3 inh | PRMT1 inh | SIAE inh | NPR1 activator | HTRA1 inhibitor | GC-B act | MBD2 DNA inh | mABHD4 FP | UHRF1 binding | rCAG RNA binder
`O=C(COc1ccccc1)N[C@@H]1c2ccccc2CC[C@@H]1O` across the screens: -5.4 | 0.4 | 9.6 | 5.4 | 4.8 | -0.1 | 0.2 | 0.4 | 7.3 | 1.4
`COc1ccc(NC(=O)CSc2nnc(Cc3ccccc3)o2)c(OC)c1` across the screens: 0.9 | 1.0 | -6.0 | -2.0 | 4.3 | -2.5 | 1.4 | -1.2 | -2.3 | -4.8
`O=C(O)/C=C/c1ccc(S(=O)(=O)Nc2ccc3[nH]c(=O)[nH]c3c2)cc1` across the screens: -1.0 | 8.8 | -2.9 | 1.6 | 10.8 | 1.5 | 2.5 | 15.8 | 1.1 | 6.2
`COc1ccc(CN2CCc3c([nH]c4ccccc34)C2)c(OC)c1C` across the screens: -3.7 | 2.1 | 1.9 | -4.1 | -0.9 | -5.1 | 0.8 | 8.8 | 0.7 | 2.2
`Cc1ccccc1NC(=S)N1CCOCC1` across the screens: 10.8 | -1.7 | 1.8 | -0.4 | 3.5 | -2.8 | -2.0 | -1.0 | -0.8 | 1.2

Remaining list, next part
SMILES	TCR-CD3 inh	PRMT1 inh	SIAE inh	NPR1 activator	HTRA1 inhibitor	GC-B act	MBD2 DNA inh	mABHD4 FP	UHRF1 binding	rCAG RNA binder
Cc1c(Cl)cccc1NS(=O)(=O)c1ccccc1	-1.5	0.5	1.0	3.0	-4.2	-3.2	2.8	0.3	0.4	3.1
CC1CC(=O)N(c2ccc(NCCc3ccc(O)cc3)c([N+](=O)[O-])c2)C1=O (centres undefined)	-1.4	-1.8	3.8	5.5	-1.1	4.7	-10.5	3.5	-13.3	1.8
COc1ccc(Cl)cc1NC(=O)CN(C)C(=O)c1ccc2c(c1)CC(c1ccccc1)OC2=O (centres undefined)	-1.8	2.4	-0.6	2.4	-16.7	3.8	2.5	-10.9	1.6	7.1
O=[N+]([O-])c1ccc(NS(=O)(=O)c2cccc3cccnc23)cc1	-1.5	-0.8	5.1	0.3	7.6	-4.7	-5.8	1.7	-1.4	3.3
O=C(N[C@@H]1C[C@@H]2O[C@@H](CO)CC[C@@H]2O[C@@H]1CCc1ccc(-c2ccccc2)cc1)c1cnccn1	nt	7.0	-7.1	3.5	nt	-4.2	6.0	-11.8	9.7	6.4
CC(C)n1c(=O)c2ccccc2n1Cc1cn(C2CCCC2)nn1	-4.8	0.5	-4.2	2.1	nt	0.3	-2.0	-0.7	1.0	1.7
CC1CCN(S(=O)(=O)N2CCC(C(=O)NCc3ccc(F)cc3Cl)CC2)CC1	-5.2	-1.6	-6.6	2.1	-5.7	7.6	1.6	4.6	-1.4	0.3
CCOc1ccc2nc(-c3ccccc3)[nH]c2c1	-2.3	0.5	4.7	5.0	9.9	2.8	1.0	-0.3	4.2	3.2
CC(=O)Nc1ccc(S(=O)(=O)Nc2nc3ccccc3nc2Sc2nncn2C)cc1	6.6	25.0*	-2.7	4.8	3.3	5.5	-7.9	2.6	-0.7	-9.4
CC(=O)N1c2ccc(S(=O)(=O)N3CCCC(C(=O)Nc4ccc(C)cc4C)C3)cc2CC1C (centres undefined)	0.0	-3.7	-0.5	1.3	-2.3	6.2	-1.9	0.1	-0.5	3.3
CC(=NC1CCCCC1)C1=C(O)c2ccccc2C1=O	2.0	1.6	3.7	-1.9	-10.3	-6.0	-6.3	10.0	-0.5	1.0
Cc1ccc(C(=O)N2CCSC2=S)cc1	2.0	0.6	0.6	1.5	4.1	7.4	-0.3	3.8	0.5	-1.5
O=C(NCC(F)(F)F)c1cc2c(c(-c3cccc(-c4ccccc4F)c3)n1)[C@@H](CCO)N(C(=O)CC1CC1)C2	1.9	-1.5	-8.3	3.1	nt	4.6	0.5	-16.3	-0.9	5.4
CCc1nn(CCCC(=O)N(C)Cc2ccccc2)c(=O)c2cc3occc3n12	0.9	2.0	-2.4	0.9	3.6	-4.0	1.1	4.3	1.1	-4.4
CC(C)NC(=O)c1cc(C2CCCCN2C(=O)CCCc2ccccc2)on1 (centres undefined)	-2.9	3.0	-0.8	0.1	nt	9.8	4.6	1.8	1.1	-2.7
C=C(C)CSc1nc2nc(C)cc(C)n2n1	0.2	-1.8	6.7	-0.9	2.9	-0.9	-3.8	-0.5	-2.0	0.7
COc1ccc(NS(=O)(=O)c2cc(C(=O)Nc3ccccc3C(=O)O)ccc2C)cc1	-9.4	3.2	-27.7	2.7	-20.8	4.8	-1.3	-27.0	3.5	74.6*
CCOc1ccc2c(c1)c(N=NC(N)=S)c(O)n2C	-2.4	0.6	5.8	-3.4	7.0	-2.5	-8.0	4.4	-7.9	3.6
O=C(N=Nc1c(O)n(C2OC(=O)c3ccccc32)c2ccccc12)c1ccc(O)cc1 (centres undefined)	9.4	-0.1	-2.3	-0.7	5.0	1.0	-2.2	-9.7	0.3	3.0
CSc1ccccc1NC(=O)c1c(Br)cnn1C	-2.5	-2.5	2.3	0.7	-4.1	3.4	3.4	1.7	-1.2	-1.1
CCOC(=O)C1CCN(C(=O)C2CCN(S(=O)(=O)c3ccc4c(c3)CC(C)N4C(C)=O)CC2)CC1 (centres undefined)	-0.3	-1.1	1.8	2.1	-1.1	2.0	2.8	1.2	-3.4	-6.9
COc1ccc(OC)c2sc(NC(=O)C3CC3)nc12	2.8	-1.7	-10.7	4.5	-1.4	-2.0	-5.1	5.8	0.3	2.5
CC(C)c1nnc(SCC(=O)NC2CCCCC2)n1C	11.9	-1.9	-0.9	0.9	1.6	-1.3	1.4	9.5	0.9	2.5
COc1ccccc1NC(=O)C(C)Sc1nc(-c2ccccc2)cn1N (centres undefined)	-9.2	2.0	1.8	-2.0	-5.2	-3.5	0.0	-6.3	-2.1	4.0
O=C1CCN(S(=O)(=O)c2ccc(Cl)cc2)CC1	0.2	0.7	15.0	3.8	1.2	11.6	1.7	-4.1	-1.7	-2.2
C=CCn1c(C)csc1=Nc1ccc(C(=O)O)cc1	2.1	2.5	0.5	-3.3	0.3	3.6	-4.1	1.6	-0.6	3.3
COc1cccc(CN(C)C(=O)[C@H]2O[C@@H](n3cnc4c(=O)[nH]c(N)nc43)[C@H](O)[C@@H]2O)c1	4.1	-2.8	-0.6	15.0	nt	9.9	-7.5	0.6	-0.5	0.5
CCCc1nnc(NC(=O)CCCC(=O)O)s1	4.5	-3.8	2.7	-2.3	-0.6	4.8	-0.7	1.4	-5.5	2.5
